GPR7 antagonist = GPR7 receptor antagonists, primary screen, cell-based, fluorescence, single concentration | Neuropeptides B/W receptor type 1 (Homo sapiens), P48145 | GPR7-expressing cells, fluorescence antagonist assay | inhibition, % at 4.4 µM | actives 1.1% (n = 290,000); in the data active means inhibition above about 16%, passing the limit was not always enough;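 further: cells stimulated with the agonist NPW; 0% = agonist with vehicle and 100% = vehicle without agonist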
Target sequence (P48145 whole entry, looked up): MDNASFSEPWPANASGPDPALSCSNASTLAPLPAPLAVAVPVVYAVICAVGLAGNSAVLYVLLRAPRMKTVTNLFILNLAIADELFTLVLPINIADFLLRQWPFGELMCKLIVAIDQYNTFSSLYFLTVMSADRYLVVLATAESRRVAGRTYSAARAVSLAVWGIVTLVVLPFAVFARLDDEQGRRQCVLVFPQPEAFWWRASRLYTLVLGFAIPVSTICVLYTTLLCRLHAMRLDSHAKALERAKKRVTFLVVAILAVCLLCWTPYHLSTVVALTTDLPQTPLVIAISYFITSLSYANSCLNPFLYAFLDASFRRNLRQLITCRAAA
NALP1 yeast inh = NALP1 inflammasome inhibitors in reconstituted yeast, colorimetric, S. cerevisiae, triplicate retest; actives 0.61% (n = 280,000); inhibition, % at 10 µM; AID 2071, 2009; S. cerevisiae NALP1/ASC/caspase-1 growth, X-gal OD620, 72 h; in the data active means inhibition mostly above about 24%, no sharp cut-off; inactive means mostly below about 32%; further: some compounds called inactive have numbers as strong as hits
MEKK2mut PB1 HTS = MEK5 binding signal on mutant MEKK2 PB1, primary screen, biochemical, multiplex bead flow cytometry, Alexa488-MEK5; Alexa488-MEK5 binding to MEKK2 mutant; actives 0.35% (n = 290,000); percent response, % at 10 µM; in the data active means percent response above about 24%, passing the limit was not always enough; further: inactives centre near 1; some results filed as inactive read as strong as hits; reference of the scale not given here
OXTR agonist = human OXTR agonists, primary screen, fluorescence, CHO-OTR cells, Fluo-8 calcium | Oxytocin receptor (Homo sapiens), P30559 | Fluo-8 calcium fluorescence; normalized: DMSO 0%, oxytocin 100% | activation, % at 3 µM | actives 0.32% (n = 320,000) | AID 2435, 2010;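 active means activation above the mean of all tested compounds plus 3 SD, cutoff set per screening run, cut at about 20% in these data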;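 further: peak over basal fluorescence ratio from a 100 s FLIPR kinetic read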
GalR3 antag = GalR3 antagonists in HEK293 cells, primary screen, cell-based, fluorescence readout | Galanin receptor type 3 (Homo sapiens), O60755 | actives 0.44% (n = 360,000) | AID 651719, 2012 | inhibition, % at 3 µM | HEK293 GalR3-CNG cAMP membrane potential fluorescence; galR3 body fused to GalR1 C-terminus;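 active means inhibition above the screen-wide average plus 3 SD, cut at about 13% in these data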;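 further: forskolin and galanin both at EC90 stimulate the cells; cAMP rise reported by CNG channel membrane potential dye signal; 0% = forskolin plus galanin with DMSO and 100% = forskolin alone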
Target sequence (O60755 1-299 limits assumed): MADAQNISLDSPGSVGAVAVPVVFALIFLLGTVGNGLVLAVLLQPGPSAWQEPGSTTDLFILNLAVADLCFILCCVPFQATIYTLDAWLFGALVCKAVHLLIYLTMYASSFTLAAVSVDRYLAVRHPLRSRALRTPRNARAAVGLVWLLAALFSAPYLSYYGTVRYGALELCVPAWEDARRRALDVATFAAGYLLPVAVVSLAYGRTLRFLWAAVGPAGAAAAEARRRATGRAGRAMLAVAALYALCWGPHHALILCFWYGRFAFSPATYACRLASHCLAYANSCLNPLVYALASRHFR
PHOSPHO1 block = PubChem AID 1565; actives 1.1% (n = 290,000); recombinant PHOSPHO1, absorbance phosphatase assay; Phosphoethanolamine/phosphocholine phosphatase (Homo sapiens), Q8TCT1; inhibition, % at 13.3 µM; in the data active means inhibition above about 60%
Target sequence (Q8TCT1 whole entry, looked up): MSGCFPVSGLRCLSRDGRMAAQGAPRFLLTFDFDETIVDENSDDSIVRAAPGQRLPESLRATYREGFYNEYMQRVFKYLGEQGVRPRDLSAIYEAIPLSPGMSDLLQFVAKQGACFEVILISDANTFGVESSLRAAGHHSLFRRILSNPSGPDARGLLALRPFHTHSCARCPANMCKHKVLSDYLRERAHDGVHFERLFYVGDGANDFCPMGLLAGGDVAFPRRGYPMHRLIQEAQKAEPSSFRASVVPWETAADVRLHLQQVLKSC
MEKK2 WT-MEK5 = modulators of MEK5 binding to wildtype MEKK2, primary screen, biochemical, multiplex bead flow cytometry, Alexa488-MEK5; Mitogen-activated protein kinase kinase kinase 2 (Homo sapiens), Q9Y2U5; Alexa488-MEK5 binding to MEKK2 WT; actives lie on both sides; binding response (% of control), % at 10 µM; actives 1.1% (n = 290,000); AID 1531, 2009; in the data active means binding response below about 67% or above about 130%
V1R ag counter = agonists of human V1a receptor, primary screen, counter-screen for OXTR agonist project, fluorescence, CHO-V1R cells. activation, % at 3 µM. actives 0.25% (n = 320,000). AID 2797, 2010. Fluo-8 calcium fluorescence, agonist mode; 0% DMSO, 100% 3 nM vasopressin;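 active means activation above the mean activation of all tested compounds plus 3 SD, per screening run, cut at about 20% in these data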;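 further: signal is peak over basal fluorescence ratio across a 100 second FLIPR read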
MEKK3 PB1 HTS = modulators of MEKK3-MEK5 PB1 binding, primary screen, biochemical, wildtype MEKK3, multiplex bead flow cytometry, Alexa488-MEK5; actives 1.4% (n = 290,000); bead-based flow cytometry, Alexa488-MEK5 binding to MEKK3; actives lie on both sides; 0 = blocked by unlabeled MEK5, 100 = vehicle; binding response (% of control), % at 10 µM; Mitogen-activated protein kinase kinase kinase 3 (Homo sapiens), Q99759;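 active means binding response more than 3 SD above or below the average of its plate-row segment, actives on both sides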;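 further: Alexa488 bead fluorescence after subtracting the streptavidin-only scavenger bead signal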
Active calls of the source: *; x = not tested or not shown.

SMILES	GPR7 antagonist	NALP1 yeast inh	MEKK2mut PB1 HTS	OXTR agonist	GalR3 antag	PHOSPHO1 block	MEKK2 WT-MEK5	V1R ag counter	MEKK3 PB1 HTS
O=C1C2C3C=CC(CC3)C2C(=O)N1/N=C/c1ccc(O)cc1 (configuration not stated)	0	14	5	1.9	1	35	104	1.0	103
COCCn1c(=O)[nH]c2cc(C(=O)Nc3cccc(C(C)=O)c3)ccc2c1=O	0	25	1	1.5	x	19	99	1.1	100
CC(=O)N1N=C(c2ccc(Cl)cc2)OC1c1ccc(C(C)C)cc1 (configuration not stated)	11	20	1	-2.0	-9	49	98	-0.5	102
O=C(O)c1cccc(Nc2c3ccccc3nc3ccccc23)c1	32	8	-7	2.0	-12	45	102	5.3	100
O=C(CCS(=O)(=O)c1ccc(Br)cc1)NCc1ccco1	-3	9	-1	-0.6	-3	2	103	0.3	103
COC(=O)c1cccc(C23CC4(C2)[C@H](CN(Cc2ccc(-c5ccccc5)cc2)[C@@H]4c2ccccc2)C3c2ccccc2)c1 (some centres not stated)	x	x	8	-0.5	-4	35	92	-0.4	111
COc1ccc(C(=O)N2CCCC(N3CCN(c4ccccc4F)CC3)C2)c(OC)n1 (configuration not stated)	-2	25	-7	-1.1	-9	41	98	-0.4	100
CCOC(=O)NN1C(=O)c2ccccc2NC1c1cccs1 (configuration not stated)	1	14	3	-0.8	-9	26	100	0.9	99
Cc1cc(-n2cnnn2)cc(C)c1S(=O)(=O)NCCOc1ccccc1	-3	-11	6	5.6	-11	21	108	5.2	104
Cc1cccc(-n2c(-c3csc(C)c3C)n[nH]c2=S)c1	-5	22	0	-1.9	-1	-5	114	-2.0	112
Cc1ccc(C(=O)CSc2nnc(COc3cccc(C)c3)o2)cc1	-4	8	0	0.4	-7	27	101	0.6	104
O=C(NC1CCCC1)C1CCCN(S(=O)(=O)c2ccc(F)cc2)C1 (configuration not stated)	-2	-9	1	3.0	-9	28	97	2.1	97
Cc1ccc(-c2nn(CCC(=O)NN3CCOCC3)c(=O)c3ccccc23)cc1	-10	38	-2	-2.0	-3	38	99	-1.2	98
CC(=O)Nc1cccc(NC(=O)C2CCCN2C(=O)Nc2ccc(Cl)cc2)c1 (configuration not stated)	-11	8	1	-0.2	-4	-25	106	-0.8	106
CCc1ccc(Nc2n[n+](-c3ccccc3)c(-c3c(Cl)cccc3Cl)s2)cc1	45*	18	9	48*	-7	36	133	64*	105
CN(C)c1ccc(CN2CCCCC2)cc1	-7	10	11	0.4	-2	6	105	0.8	106
Cc1ccc(/C=C/c2nnc(-c3cccc(C)c3)o2)cc1	-8	19	7	0.6	8	14	111	0.1	107
CCCNNC(=O)C(O)(c1ccccc1)c1ccccc1	0	16	18	-0.2	-4	1	107	-0.3	105
O=C(CSc1nnc2ncccn12)N1CCCCCC1	-11	-6	4	0.4	-3	21	106	0.1	103
Cc1cc(=O)oc2cc(OCc3ccc(S(=O)(=O)N4CCOCC4)cc3)ccc12	-7	12	3	5.9	-4	-10	102	8.2	97
CC(C)CN=C(NS(=O)(=O)c1ccccc1)C(Cl)(Cl)Cl	-9	57	1	-2.5	-5	-2	103	-1.3	123
COc1cnc(N(C)C)nc1Sc1ccc(Cl)cc1	-17	-5	4	-1.1	-6	21	111	0.8	106
Cc1ccc(S(=O)(=O)N2CCN=C2SC(C)c2ccccc2)cc1 (configuration not stated)	-24	12	5	0.2	-4	37	105	2.9	107
O=C(CCNS(=O)(=O)c1ccc2c(c1)CCC(=O)N2)NCc1ccc2c(c1)OCO2	-4	9	3	2.8	-4	-5	103	0.0	103
COc1ccc(CCNC(=O)C2CCN(S(=O)(=O)c3ccc(NC(C)=O)cc3)CC2)cc1OC	0	4	-3	-0.7	-7	42	96	1.1	98

Laid out differently: 3 of the compounds above
Every second line gives: GPR7 antagonist, NALP1 yeast inh, MEKK2mut PB1 HTS, OXTR agonist, GalR3 antag, PHOSPHO1 block, MEKK2 WT-MEK5, V1R ag counter, MEKK3 PB1 HTS
- O=C(CSc1nnc2ncccn12)N1CCCCCC1
    -11, -6, 4, 0.4, -3, 21, 106, 0.1, 103
- O=C1C2C3C=CC(CC3)C2C(=O)N1/N=C/c1ccc(O)cc1 (configuration not stated)
    0, 14, 5, 1.9, 1, 35, 104, 1.0, 103
- COc1cnc(N(C)C)nc1Sc1ccc(Cl)cc1
    -17, -5, 4, -1.1, -6, 21, 111, 0.8, 106

Carrying on.
SMILES	GPR7 antagonist	NALP1 yeast inh	MEKK2mut PB1 HTS	OXTR agonist	GalR3 antag	PHOSPHO1 block	MEKK2 WT-MEK5	V1R ag counter	MEKK3 PB1 HTS
CCCCOc1ccc(C(=O)NCCc2ccccc2)cc1	-1	-2	7	-1.8	-5	35	107	-1.9	105
CC(C)(C)c1ccc(CCC2OCC(CN3CCOCC3)O2)cc1 (configuration not stated)	-4	-1	0	3.2	-7	16	105	1.8	103
O=C(CN1CCCCCC1)Nc1ccc(Cl)cc1F	3	6	-9	-1.1	-5	14	94	-0.1	97
CCC(C(=O)NC1CCCCC1)n1c2ccccc2c2nc(=O)cc(C)n21 (configuration not stated)	-7	-6	1	-0.8	-2	53	100	-0.6	101
COc1ccc(Sc2ccccc2CN(C)C)cc1OC	2	11	19	1.8	-2	18	109	1.0	110
Cc1cc(NC(=O)Nc2cccc(Cl)c2)n(-c2ccccc2)n1	-16	8	-2	2.8	-4	-5	100	1.7	98
COc1ccc(NC(=O)NNC(=O)COc2cc(C)c(Cl)c(C)c2)c(OC)c1	-15	7	7	-0.8	-1	29	111	-0.4	105
COC(=O)c1cc(-c2cccs2)nn1-c1ccccc1	-16	5	-7	-1.4	-9	40	87	-1.1	99
c1ccc(Oc2ccc3ccccc3n2)cc1	-11	-5	16	-2.1	-2	-26	110	-1.5	112
O=C(Oc1ccc(-c2nc(-c3ccccn3)no2)cc1)c1ccccc1	-13	1	-2	1.7	3	1	95	1.7	97
NC(=S)Nc1cccc2cn[nH]c12	-6	-8	-2	0.1	-2	3	99	-0.2	99
CCN(CC)C(=O)c1sc2[nH]c(=S)n(-c3ccccc3)c(=O)c2c1C	-6	-2	-7	0.3	-2	-59	86	0.4	84
O=C(c1cccc(F)c1)N1CCN(C(=O)C2CC2)CC1	-5	2	-1	1.8	-4	6	95	1.6	94
C/C(=N\Nc1cc(C)nc(NCc2ccccc2)n1)c1ccc([N+](=O)[O-])cc1	-16	19	8	-0.5	8	42	117	-0.3	92
CCc1nc(SCC(=O)Nc2c(C)n(C)n(-c3ccccc3)c2=O)n[nH]1	11	0	4	0.8	2	9	103	0.0	103
CN(C)C(=O)COc1ccc(Br)cc1	-4	35	-1	0.9	-10	-10	96	-0.3	96
CCOC(=O)N/N=C/c1ccc(N2CCOCC2)s1	-7	7	0	-0.3	-2	-5	106	-0.2	108
COc1ccc(CCNC(=O)CC(C)S(=O)(=O)c2ccc3c(c2)NC(=O)CO3)cc1OC (configuration not stated)	2	-1	4	-1.1	-7	22	99	-0.3	100
COc1ccc(/C=C2\SC(=S)N(CCC(=O)NC3=NCCS3)C2=O)cc1OC	-9	30	4	-0.9	-2	-17	82	0.6	98
Cc1ccc(NC(=O)C(c2ccccc2)c2ccccc2)nc1	-14	18	10	-2.0	-7	x	109	0.4	108
CN(CC(=O)NCc1ccncc1)S(=O)(=O)c1ccc(F)cc1	8	7	1	0.2	-8	-4	98	1.1	98
COc1ccc2nc(Nc3ccccc3OC)sc2c1	0	26	-3	-2.0	5	-10	101	-0.6	100
Cc1nc([N+](=O)[O-])cn1CC(O)c1ccc(F)cc1 (configuration not stated)	-10	x	4	0.8	0	13	104	-0.5	106
COc1ccccc1CCNC(=O)C(=O)NCC1OCCN1S(=O)(=O)c1ccc(F)cc1 (configuration not stated)	28*	21	-5	-2.0	-7	30	97	0.3	101
COc1ccc(C(=O)N2CCN(c3ccc(C)c(C)c3)CC2)cc1OC	20*	-23	x	3.8	0	-24	x	3.0	x

Next part
SMILES	GPR7 antagonist	NALP1 yeast inh	MEKK2mut PB1 HTS	OXTR agonist	GalR3 antag	PHOSPHO1 block	MEKK2 WT-MEK5	V1R ag counter	MEKK3 PB1 HTS
COc1ccc(CC(=O)NC2CCSc3ccccc32)cc1OC (configuration not stated)	-17	18	0	-1.0	5	31	98	1.4	103
COC(=O)[C@@H]1C[C@@]2(O)[C@H](O)[C@H](O)[C@H](O)C[C@H]2N1Cc1cc(OC)cc(OC)c1	x	x	1	-0.4	1	13	100	0.0	94
Cc1sc2nc(C3CC3)nc(NCCNS(=O)(=O)c3ccccc3)c2c1C	0	-2	-3	-1.4	-3	-8	89	-1.4	92
O=C(CN(C(=O)Cn1nnc(-c2cccs2)n1)c1ccc2c(c1)OCCO2)NCC1CCCO1 (configuration not stated)	16	36	0	-1.9	-6	0	101	-1.0	100
CCc1[nH]nc(C(=O)N2CCCC(N3CCN(c4ccccc4C)CC3)C2)c1C (configuration not stated)	-4	16	12	3.7	-4	31	108	5.5	106
COc1ccc(C(=O)N2CCN(c3nc4cc(C)ccc4cc3C#N)CC2)c(OC)c1	-14	14	1	2.5	-2	7	90	7.3	99
O=C(CNC(=O)C1CCCCC1)Nc1ccc(F)c(Cl)c1	-8	12	2	2.2	-3	20	99	-0.2	107
COCC(=O)N(C)c1nnc(-c2ccc([N+](=O)[O-])cc2)s1	0	-3	3	0.5	2	50	102	-0.4	108
Cc1ccc(CNC(=O)c2ccc(N3CCc4ccccc43)c([N+](=O)[O-])c2)cc1	-3	10	-1	-0.3	-2	5	109	-0.6	115
O=S(=O)(c1ccc(Cl)cc1)N1CCCCCC1	5	0	3	-0.8	0	0	103	-1.5	100
Cc1c(Cl)cccc1NC(=O)C1CCN(c2cnccn2)CC1	-7	1	2	0.9	-5	14	97	3.0	103
O=C(NCCNC(=O)c1ccc(Cl)cc1Cl)c1cnccn1	-13	-14	3	0.5	-10	36	107	0.6	104
CC(C)C(NC(=O)c1ccc2c(c1)OCCO2)c1nc2ccccc2[nH]1 (configuration not stated)	-9	23	-5	-0.5	-6	24	101	0.3	101
CC(=O)c1sc(NCc2ccccc2)nc1C	11	29	-6	2.5	-7	22	92	2.5	102
CNC(=O)NC(=O)CSc1ccc(NC(C)=O)cc1	-7	10	8	-0.3	-3	-15	125	0.3	128*
Cc1cnc(C(=O)OCC(=O)N2c3ccccc3NC(=O)C2(C)C)cn1	6	3	5	0.4	3	31	102	-0.2	102
CC(=O)c1ccc(N2CCN(CC3CCCCC3)CC2)cc1	-12	8	12	-1.4	-3	41	111	-0.2	109
O=C(Nc1nnc(S(=O)(=O)N2CCCCCC2)s1)c1ccc(Cl)cc1	-4	19	2	2.1	-7	-10	96	3.6	101
CCOC(=O)c1c(NCCN(C)C)c2ccccc2[nH]c1=O	-7	-44	-9	0.5	-6	16	96	0.1	92
CC(C)[C@H](NC(=O)N1c2ccccc2NC(=O)[C@@H]1C(C)C)C(=O)N1CCC[C@H]1C(=O)O	-10	11	3	1.1	-8	29	99	0.1	101
CCCCOC(=O)Nc1nnc(Cc2ccc(Cl)cc2)s1	1	33	-4	-2.0	-5	17	100	-0.7	110
Cc1cc2nc(CS)[nH]c2cc1C	-7	-10	1	-0.9	-8	-72	93	0.5	106
CNC(=O)c1ccc(OCc2ccccc2)c(OC)c1	-12	24	5	-0.8	-4	-7	98	1.7	100

Source: PubChem BioAssay (several laboratories)
